Lmaj promast: inhibitors of Leishmania major promastigote growth; Leishmania major promastigotes, resazurin fluorescence viability; 200,000 tested, 9% active; inhibition, % at 10 µM; AID 1063; in the data active means inhibition above about 50%;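 further: promastigotes grown with compound for 44 hours at 28 °C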
bIAP activator: intestinal alkaline phosphatase (bovine) activation. 200,000 tested, 0.17% active. activation factor at 20 µM. purified bovine IAP, CDP-star luminescence, 30 min; active compounds read high; fold of DMSO-control signal, blank-subtracted;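 active means activation factor of 2 or more at 20 µM, a signal rise over negative controls twice the positive control's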
bIAP inhibitor: intestinal alkaline phosphatase (bovine) inhibition. purified bovine IAP, CDP-star luminescence, 30 min. inhibition, % at 20 µM. 190,000 tested, under 10 active;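 active means over 50% inhibition of intestinal alkaline phosphatase at 20 µM in the single-dose screen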
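Assay system: bovine IAP enzyme; medium: DEA buffer 100 mM, pH 9.8, with MgCl2 1.0 mM, ZnCl2 0.02 mM; doses: 20 µM single dose; incubation: enzyme reaction for 30 min at room temperature; detection: CDP-star luminescence signal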
TNAP inh hiacc: inhibitors of human TNAP at high phosphate acceptor concentration; 200,000 tested, 0.03% active; P05186; inhibition, % at 20 µM; purified TNAP, CDP-star luminescence, 1 M DEA;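 active means over 50% inhibition of tissue-nonspecific alkaline phosphatase at 20 µM in the single-dose screen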;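 further: plate controls were DMSO wells for no effect and EDTA-quenched wells as full inhibition for full effect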
Target sequence (P05186 whole entry, looked up): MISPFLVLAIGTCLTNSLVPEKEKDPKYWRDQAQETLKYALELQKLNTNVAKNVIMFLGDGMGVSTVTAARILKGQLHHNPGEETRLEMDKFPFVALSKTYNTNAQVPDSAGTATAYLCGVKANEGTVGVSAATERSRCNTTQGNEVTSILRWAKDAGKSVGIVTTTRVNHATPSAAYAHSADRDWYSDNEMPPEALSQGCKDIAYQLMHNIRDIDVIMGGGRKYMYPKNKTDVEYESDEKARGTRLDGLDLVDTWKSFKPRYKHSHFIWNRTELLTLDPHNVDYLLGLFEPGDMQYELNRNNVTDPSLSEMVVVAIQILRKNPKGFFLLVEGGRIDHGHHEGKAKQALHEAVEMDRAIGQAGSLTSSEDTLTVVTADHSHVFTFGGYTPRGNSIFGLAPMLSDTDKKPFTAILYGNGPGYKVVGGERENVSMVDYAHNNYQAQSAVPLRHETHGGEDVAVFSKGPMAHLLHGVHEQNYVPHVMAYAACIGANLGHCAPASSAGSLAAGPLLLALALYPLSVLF
PMI act satM6P: PMI (human) activation, high substrate | 190,000 tested, 0.34% active | activation factor at 20 µM | P34949 | AID 1216 | coupled PMI enzyme assay, resazurin fluorescence, 20 min; active compounds read high; 1 = untreated enzyme, 0 = substrate-free blank;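 active means activation factor of 2 or more at 20 µM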
Target sequence (P34949 whole entry, looked up): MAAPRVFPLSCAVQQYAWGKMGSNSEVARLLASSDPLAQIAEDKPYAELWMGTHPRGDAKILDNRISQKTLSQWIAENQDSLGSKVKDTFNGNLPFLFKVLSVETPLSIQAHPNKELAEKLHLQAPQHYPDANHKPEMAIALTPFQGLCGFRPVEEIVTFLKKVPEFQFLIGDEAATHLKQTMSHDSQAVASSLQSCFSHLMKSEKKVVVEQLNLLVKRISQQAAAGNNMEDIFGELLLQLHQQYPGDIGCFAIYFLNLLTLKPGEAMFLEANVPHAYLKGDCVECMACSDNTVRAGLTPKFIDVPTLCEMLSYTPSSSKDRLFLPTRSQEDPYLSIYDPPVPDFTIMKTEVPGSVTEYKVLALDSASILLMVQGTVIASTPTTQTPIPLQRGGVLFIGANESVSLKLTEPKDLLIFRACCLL
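Test system: human phosphomannose isomerase with PGI, G6PDH, diaphorase coupling enzymes; Amount: PMI at 15 ng/mL final; Reagent: Mannose-6-phosphate 1.0 mM (near-saturating) plus 0.22 mM NADP+; Timing: 20 min, room temperature; Technique: resorufin fluorescence at Ex 544/Em 590 nm; Dosing: 20 µM single dose.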
PMI act: activators of human phosphomannose isomerase; purified human PMI, coupled resazurin fluorescence, 20 min; active compounds read high; 1 = vehicle control, 0 substrate-free wells; 190,000 tested, 0.005% active; AID 1214; activation factor at 20 µM;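 active means activation factor of 2 or more at 20 µM, relative to plate controls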
Diaphorase act: counter-screen for diaphorase-based assays: diaphorase activators and chemical reducers. Diaphorase/resazurin coupled assay, resorufin fluorescence, 16 min; active compounds read high; 1 = vehicle wells, 0 = NADH-free wells. activation factor at 20 µM. 190,000 tested, 0.005% active. AID 1229;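 active means diaphorase activity raised at least twofold by the compound at 20 µM; inactive means activation factor below 2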
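Material: purified diaphorase enzyme from Clostridium kluyveri / Medium: HEPES pH 7.4 buffer with MgCl2 and Tween 20 / Schedule: enzyme reaction of 16 min at room temperature / Measured by: resorufin fluorescence, excitation 544 nm, emission 590 nm / Evaluation: rise in resorufin formation, marking diaphorase activation or chemical reduction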
TNAP inh no acc: TNAP (human) inhibition, acceptor-free conditions; P05186; purified TNAP, CDP-star luminescence, 30 min; inhibition, % at 20 µM; 200,000 tested, 0.26% active; AID 1012;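 active means tissue-nonspecific alkaline phosphatase inhibition above about 50% at 20 µM in the single-dose screen, limit read from the data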;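 further: 0% = DMSO negative control and 100% = EDTA positive control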
TNAP act hi DEA: activators of human TNAP at high phosphate acceptor concentration; AID 1136; activation factor at 20 µM; P05186; purified TNAP, CDP-star luminescence, 1 M DEA, 30 min; active compounds read high; 0 = EDTA background, 1 = DMSO-only activity; 200,000 tested, under 10 active;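 active means activation factor at least 2 at 20 µM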
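Assay system: human TNAP; Input: enzyme diluted 1/800 final; Reagent: CDP-star luminogenic substrate at 100 µM final; Timing: 30 min, room temperature; Signal: luminescence; Evaluation: TNAP activation factor scaled between EDTA and DMSO control wells.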
Diaphorase inh: diaphorase inhibition or chemical oxidation counter-screen; AID 1217; inhibition, % at 20 µM; diaphorase resazurin-to-resorufin fluorescence, NADH, 16 min; bacterial (C. kluyveri) enzyme, not human; 190,000 tested, 0.69% active;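 active means primary screen inhibition at 20 µM above a set limit, cut at about 50% in these data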;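 further: plate controls were DMSO with full reaction for no effect and wells lacking NADH for full effect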
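Test system: bacterial diaphorase enzyme (C. kluyveri); Quantity: 0.14 U/mL diaphorase, enzyme working solution; Times: reaction incubation of 16 min at room temperature; Measured by: fluorescence of resorufin formed from resazurin, Ex 544/Em 590 nm; Benchmarks: positive control minus NADH, DMSO neutral control.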
Numbers without * were called inactive.

The first two records as a preview:
CCc1nc(SCC(=O)Nc2ccc3c(c2)OCCO3)c2oc3ccccc3c2n1 was read as Lmaj promast -6, bIAP activator 0.9, bIAP inhibitor 6, TNAP inh hiacc -1, PMI act satM6P 0.7, PMI act 0.8, Diaphorase act 0.8, TNAP inh no acc 0, TNAP act hi DEA 1 and Diaphorase inh 19.
COc1cccc(CNc2nn[nH]n2)c1OC was read as Lmaj promast -14, bIAP activator 0.9, bIAP inhibitor 6, TNAP inh hiacc -2, PMI act satM6P 0.8, PMI act 0.8, Diaphorase act 0.8, TNAP inh no acc 4, TNAP act hi DEA 1 and Diaphorase inh 17.

Results, from the first entry:
CCc1nc(SCC(=O)Nc2ccc3c(c2)OCCO3)c2oc3ccccc3c2n1 was read as Lmaj promast -6, bIAP activator 0.9, bIAP inhibitor 6, TNAP inh hiacc -1, PMI act satM6P 0.7, PMI act 0.8, Diaphorase act 0.8, TNAP inh no acc 0, TNAP act hi DEA 1 and Diaphorase inh 19.
COc1cccc(CNc2nn[nH]n2)c1OC was read as Lmaj promast -14, bIAP activator 0.9, bIAP inhibitor 6, TNAP inh hiacc -2, PMI act satM6P 0.8, PMI act 0.8, Diaphorase act 0.8, TNAP inh no acc 4, TNAP act hi DEA 1 and Diaphorase inh 17.
`Cc1ccc(-c2n[nH]c(=S)n2/N=C/c2ccncc2)cc1` gave Lmaj promast 0, bIAP activator 1, bIAP inhibitor 5, TNAP inh hiacc -6, PMI act satM6P 1.1, PMI act 1.1, Diaphorase act 0.8, TNAP inh no acc -6, TNAP act hi DEA 1.1 and Diaphorase inh 20.
Cc1ccc(S(=O)(=O)Cn2nnnc2CN2CCCC3(CCCCC3)C2)cc1 was read as Lmaj promast 20, bIAP activator 1, bIAP inhibitor 2, TNAP inh hiacc -3, PMI act satM6P 1, PMI act 0.8, Diaphorase act 0.8, TNAP inh no acc -4, TNAP act hi DEA 1 and Diaphorase inh 16.
For O=C(NC(NCCCN1CCOCC1)(C(F)(F)F)C(F)(F)F)C1CCCCC1 the results were Lmaj promast 13, bIAP activator 0.9, bIAP inhibitor 6, TNAP inh hiacc -5, PMI act satM6P 1, PMI act 1, Diaphorase act 1, TNAP inh no acc -15, TNAP act hi DEA 1.1 and Diaphorase inh 3.
Screening O=C(O)CSc1ccc(Oc2ccc(SCC(=O)O)cc2)cc1 returned Lmaj promast -8, bIAP activator 1, bIAP inhibitor 3, TNAP inh hiacc -4, TNAP inh no acc -10 and TNAP act hi DEA 1.
CCCc1cc(-c2n[nH]c(=S)n2CC)c2ccccc2n1 was read as Lmaj promast -6, bIAP activator 1.4, bIAP inhibitor -42, TNAP inh hiacc -2, PMI act satM6P 1.1, PMI act 1.1, Diaphorase act 0.8, TNAP inh no acc 5, TNAP act hi DEA 1 and Diaphorase inh 18.
`COc1ccc(CC(=O)Nc2nc(-c3cccnc3)cs2)cc1` gave Lmaj promast -6, bIAP activator 0.8, bIAP inhibitor 19, TNAP inh hiacc 0, PMI act satM6P 1.1, PMI act 1.1, Diaphorase act 0.9, TNAP inh no acc -6, TNAP act hi DEA 1 and Diaphorase inh 6.
For COc1ccc(Cc2nnc3c4cnn(C)c4ncn23)cc1 the results were Lmaj promast -2, bIAP activator 0.8, bIAP inhibitor 24, TNAP inh hiacc -3, PMI act satM6P 1, PMI act 1, Diaphorase act 1, TNAP inh no acc 35, TNAP act hi DEA 1 and Diaphorase inh 5.
`COc1ccc(OC)c2[nH]c(=O)c(CCNC(=O)c3ccc(S(=O)(=O)N(C)C)cc3)cc12` gave Lmaj promast 0, bIAP activator 1, bIAP inhibitor -1, TNAP inh hiacc -5, PMI act satM6P 0.8, PMI act 0.8, Diaphorase act 0.8, TNAP inh no acc -9, TNAP act hi DEA 1 and Diaphorase inh 17.
Screening Cc1cc(C)cc(N2CCN(C(=O)N3CCOCC3)CC2)c1 returned Lmaj promast -4, bIAP activator 1, bIAP inhibitor -4, TNAP inh hiacc -2, PMI act satM6P 0.9, PMI act 1, Diaphorase act 0.9, TNAP inh no acc -4, TNAP act hi DEA 1 and Diaphorase inh 8.
`COc1ccccc1-n1cc(C(=O)c2cc(Cl)ccc2O)cc(C#N)c1=O` gave Lmaj promast 18, bIAP activator 0.9, bIAP inhibitor 7, TNAP inh hiacc 5, PMI act satM6P 1, PMI act 1, Diaphorase act 0.9, TNAP inh no acc -6, TNAP act hi DEA 1 and Diaphorase inh 6.
Screening CCC(=O)Nc1c(C)n[nH]c1C returned Lmaj promast -7, bIAP activator 1.5, bIAP inhibitor -48, TNAP inh hiacc -7, PMI act satM6P 1, PMI act 0.9, Diaphorase act 1, TNAP inh no acc 0, TNAP act hi DEA 1.1 and Diaphorase inh 0.
Screening Cc1nc2cc(NC(=O)NCc3ccco3)ccc2n1C returned Lmaj promast -1, bIAP activator 1, bIAP inhibitor 1, TNAP inh hiacc -4, PMI act satM6P 0.9, PMI act 0.9, Diaphorase act 0.9, TNAP inh no acc -6, TNAP act hi DEA 1 and Diaphorase inh 6.
Screening O=C(COC(=O)CCc1ccccc1)NC(c1ccccc1)c1ccccc1 returned Lmaj promast 39, bIAP activator 1, bIAP inhibitor 4, TNAP inh hiacc 0, PMI act satM6P 0.9, PMI act 0.9, Diaphorase act 0.8, TNAP inh no acc -21, TNAP act hi DEA 1 and Diaphorase inh 21.
`COc1ccccc1CC(=O)NNS(=O)(=O)c1ccccc1[N+](=O)[O-]` gave Lmaj promast -5, bIAP activator 1.1, bIAP inhibitor -6, TNAP inh hiacc -2, PMI act satM6P 0.9, PMI act 1, Diaphorase act 1, TNAP inh no acc -2, TNAP act hi DEA 1 and Diaphorase inh -2.
Screening C/C(CC(=O)Nc1cc(C)ccn1)=N\NC(=O)c1ccccc1C returned Lmaj promast -5, bIAP activator 1, bIAP inhibitor -1, TNAP inh hiacc -3, PMI act satM6P 0.9, PMI act 0.9, Diaphorase act 0.9, TNAP inh no acc -4, TNAP act hi DEA 1 and Diaphorase inh 14.
`Cn1ncc2c(NNC(=O)Cc3ccccc3)ncnc21` gave Lmaj promast -7, bIAP activator 1.2, bIAP inhibitor -16, TNAP inh hiacc -4, PMI act satM6P 0.9, PMI act 0.9, Diaphorase act 0.9, TNAP inh no acc -120, TNAP act hi DEA 1 and Diaphorase inh 10.
Screening CC1=C(C(=O)NC2CCC(C)CC2)C2(CCC(C)CC2)OC1=O (centres undefined) returned Lmaj promast 3, bIAP activator 0.9, bIAP inhibitor 13, TNAP inh hiacc -1, PMI act satM6P 0.9, PMI act 0.9, Diaphorase act 0.9, TNAP inh no acc -17, TNAP act hi DEA 1 and Diaphorase inh 7.
For CCN(CC)CCC/C(=N\O)C(O)(c1ccccc1)c1ccccc1 the results were Lmaj promast -4, bIAP activator 0.9, bIAP inhibitor 7, TNAP inh hiacc -9, PMI act satM6P 1, PMI act 0.9, Diaphorase act 0.9, TNAP inh no acc -11, TNAP act hi DEA 1.1 and Diaphorase inh 6.
For O=C1NCCN1Cc1ccccc1F the results were Lmaj promast 1, bIAP activator 0.5, bIAP inhibitor 49, TNAP inh hiacc -7, PMI act satM6P 1.2, PMI act 1.2, Diaphorase act 1.2, TNAP inh no acc -6, TNAP act hi DEA 1.1 and Diaphorase inh -24.
For CCn1cc(C(=O)NC2CCCCCC2)c2cc(OC)c(OC)cc2c1=O the results were Lmaj promast -6, bIAP activator 1.3, bIAP inhibitor -30, TNAP inh hiacc -5, PMI act satM6P 0.8, PMI act 0.8, Diaphorase act 0.6, TNAP inh no acc -17, TNAP act hi DEA 1.1 and Diaphorase inh 37.
`Cc1ccccc1OCC(=O)N(Cc1nc(-c2ccccc2)no1)C(C)C` gave Lmaj promast -3, bIAP activator 0.9, bIAP inhibitor 7, TNAP inh hiacc -2, PMI act satM6P 0.9, PMI act 0.9, Diaphorase act 0.8, TNAP inh no acc -8, TNAP act hi DEA 1 and Diaphorase inh 16.
Screening CCN(CC)S(=O)(=O)c1cccc(C(=O)N/N=C/c2ccc([N+](=O)[O-])o2)c1 returned Lmaj promast 100*, bIAP activator 1, bIAP inhibitor 4, TNAP inh hiacc 9, PMI act satM6P 0.8, PMI act 1.4, Diaphorase act 0.8, TNAP inh no acc 9, TNAP act hi DEA 0.9 and Diaphorase inh 21.
`COc1cc(/C=C/C(=O)Oc2coc(CSc3ncccn3)cc2=O)cc(OC)c1OC` gave Lmaj promast -8, bIAP activator 1, bIAP inhibitor -4, TNAP inh hiacc 0, PMI act satM6P 1.2, PMI act 1.3, Diaphorase act 1, TNAP inh no acc 8, TNAP act hi DEA 1 and Diaphorase inh -3.
For CN(C)S(=O)(=O)c1cc(NC(=O)CSc2ncc(C(F)(F)F)cc2Cl)ccc1Cl the results were Lmaj promast 14, bIAP activator 1.2, bIAP inhibitor -15, TNAP inh hiacc -6, PMI act satM6P 0.9, PMI act 0.9, Diaphorase act 0.9, TNAP inh no acc -8, TNAP act hi DEA 1.1 and Diaphorase inh 10.
`Cn1cc(CN2C[C@H]3CC[C@H]2C3)c(-c2ccccc2F)n1` gave Lmaj promast -2, bIAP activator 0.9, bIAP inhibitor 8, TNAP inh hiacc -2, PMI act satM6P 1, PMI act 1, Diaphorase act 1, TNAP inh no acc -8, TNAP act hi DEA 1 and Diaphorase inh 3.
Screening O=C(CCN1C(=O)COc2ccccc21)NCCN1CCN(c2ccccc2F)CC1 returned Lmaj promast -6, bIAP activator 1, bIAP inhibitor -4, TNAP inh hiacc -5, PMI act satM6P 0.9, PMI act 1, Diaphorase act 0.9, TNAP inh no acc -8, TNAP act hi DEA 1.1 and Diaphorase inh 8.
Screening CC1CCc2sc(C(=O)NN)cc2C1 (centres undefined) returned Lmaj promast -5, bIAP activator 1, bIAP inhibitor -4, TNAP inh hiacc -3, PMI act satM6P 0.9, PMI act 0.9, Diaphorase act 0.9, TNAP inh no acc -6, TNAP act hi DEA 1 and Diaphorase inh 7.
CSc1ccc(/C=C/C(=O)c2ccc(NC(=O)C(C)C)cc2)cc1 was read as Lmaj promast 100*, bIAP activator 0.9, bIAP inhibitor 12, TNAP inh hiacc -4, PMI act satM6P 0.9, PMI act 0.8, Diaphorase act 0.7, TNAP inh no acc -9, TNAP act hi DEA 1 and Diaphorase inh 33.
For Cc1ccc(CN2CCN(Cc3c[nH]c4ccccc34)CC2CCO)o1 (centres undefined) the results were Lmaj promast 1, bIAP activator 1, bIAP inhibitor 3, TNAP inh hiacc -6, PMI act satM6P 1, PMI act 1, Diaphorase act 0.8, TNAP inh no acc -10, TNAP act hi DEA 1.1 and Diaphorase inh 23.

Source: PubChem BioAssay (several laboratories)
